Bioassay records as filed in PubChem.
Yeast lifespan up: yeast lifespan extension; S. cerevisiae growth with nicotinamide, OD615; deaD strain in restrictive glucose medium; inhibition of the nicotinamide effect, % at 10 µM; 130,000 compounds, 0.68% hits;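 active means inhibition above a set limit, placed 3 SD over the median of all compounds, cut at about 26% in these data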;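 further: 0% = nicotinamide-treated wells and 100% = cells grown without nicotinamide; some compounds called inactive have numbers as strong as hits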
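assay system = DeaD-strain S. cerevisiae | buffer or medium = restrictive glucose medium | reagent = 1.5 mM nicotinamide | compound = 10 µM single point, 0.25% DMSO | incubation = 48 h compound exposure at 30 °C, humidified | signal = OD615 measurement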
NPY Y2 blocker: blocks the human neuropeptide Y Y2 receptor. inhibition, % at 2.7 µM. P49146. NPY-Y2 expressing cells, antagonist mode. AID 793. 140,000 compounds, 0.99% hits; in the data active means inhibition above about 17%;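 further: 0% = vehicle with agonist challenge and 100% = reference antagonist with challenge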
Target sequence (P49146 whole entry, looked up): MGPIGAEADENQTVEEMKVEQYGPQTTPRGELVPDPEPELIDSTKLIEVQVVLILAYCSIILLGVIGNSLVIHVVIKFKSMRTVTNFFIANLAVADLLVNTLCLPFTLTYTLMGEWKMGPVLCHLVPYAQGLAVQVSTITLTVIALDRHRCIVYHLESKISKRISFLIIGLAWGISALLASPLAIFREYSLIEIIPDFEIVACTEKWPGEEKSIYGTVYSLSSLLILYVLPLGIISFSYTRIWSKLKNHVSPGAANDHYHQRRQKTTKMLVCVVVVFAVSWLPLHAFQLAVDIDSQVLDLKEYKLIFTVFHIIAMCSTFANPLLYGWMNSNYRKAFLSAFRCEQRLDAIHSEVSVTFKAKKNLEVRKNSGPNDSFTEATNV
HCT116 bCat-KO: beta-catenin-lacking colon tumor cell growth suppression | HCT116 beta-catenin knockout viability, CellTiter-Glo, 60 h; stronger effect = lower value | 140,000 compounds, 1.5% hits | viability, % at 10 µM;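 active means viability at or under a set limit, the compound median less 4 SD, cut at about 6% in these data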;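 further: 0% = Hyamine 1622 control at 20 µM and 100% = untreated cell control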
MRP1 act: activates MRP-1; H69AR cells + doxorubicin, viability rescue, CellTiter-Glo; viability increase, % at 10 µM; 140,000 compounds, 0.61% hits; AID 799;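 active means viability gain under doxorubicin at or above a set limit, the compound median plus 3 SD, cut at about 4.7% in these data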;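 further: MRP-1 overexpressing cells given doxorubicin 25 µM after compound pretreatment; 18-22 h compound pretreatment then 72 h with doxorubicin before readout; 0% = doxorubicin-only wells and 100% = vehicle-treated cells without doxorubicin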
BB579 growth dn: chemicals that inhibit yeast BB579 growth in restrictive medium (lifespan-shortening candidates); 140,000 compounds, 0.51% hits; inhibition, % at 10 µM; S. cerevisiae BB579 growth, OD615, 48 h;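 active means inhibition above a set limit, 3 SD over the mean compound inhibition, cut at about 44% in these data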; further: inactives centre near -24
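Assay system – yeast BB579 (DeaD) · Dosing – single compound dose of 10 µM, 0.25% DMSO final · Detection – OD615 turbidity measurement · Buffer or medium – CSMM-D restrictive synthetic medium containing dextrose (glucose) · Benchmarks – positive control amphotericin B 10 µg/mL · Incubation – 48 h exposure, 30 °C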
E-sel TNF inh: blocks E-selectin expression induced by TNF alpha; HUVEC TNFa-induced E-selectin immunofluorescence, high content; inhibition, % at 2 µM; 120,000 compounds, 0.71% hits;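 active means inhibition above the batch mean plus 3 SD, and confirmed as a hit on visual image review, cut at about 43% in these data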;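 further: 0% = TNF-stimulated DMSO wells and 100% = unstimulated control wells; not every result past the cut was called active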
Measles CPE: protection of cells from measles virus. Measles virus-infected cells, CPE protection, absorbance. protection (pct of control), % at 4 µM. AID 841. 140,000 compounds, 1.5% hits; in the data active means protection mostly above about 24%, no sharp cut-off; inactive means mostly below about 26%; further: some compounds called inactive have numbers as strong as hits
GALR2 antag: blocks the human galanin receptor 2; GALR2-expressing cells, antagonist mode; inhibition, % at 4 µM; 140,000 compounds, 0.39% hits; in the data active means inhibition above about 27%;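 further: cells stimulated with galanin 1-16 at roughly its EC80; 0% = agonist challenge control and 100% = basal control without agonist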
Target sequence (O43603 whole entry, looked up): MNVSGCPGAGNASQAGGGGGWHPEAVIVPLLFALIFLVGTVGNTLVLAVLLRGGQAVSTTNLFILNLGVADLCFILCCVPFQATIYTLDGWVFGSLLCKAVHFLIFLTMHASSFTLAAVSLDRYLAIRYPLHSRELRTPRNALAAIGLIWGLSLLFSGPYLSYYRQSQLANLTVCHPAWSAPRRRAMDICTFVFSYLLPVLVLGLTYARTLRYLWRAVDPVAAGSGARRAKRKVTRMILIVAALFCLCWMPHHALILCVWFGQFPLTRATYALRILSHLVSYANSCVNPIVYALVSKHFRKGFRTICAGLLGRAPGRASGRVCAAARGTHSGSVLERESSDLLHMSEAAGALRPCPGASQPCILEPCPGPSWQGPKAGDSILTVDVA
Phagocytosis inh: macrophage phagocytosis inhibition; J774A.1 macrophage IgG-bead phagocytosis, imaging; inhibition, % at 5 µM; 110,000 compounds, 0.07% hits;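 active means inhibition above the mean of the plate negative controls plus 5 SD, cut at about 13% in these data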;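 further: phagocytic index as fraction of beads internalized from green versus red external bead signal; plate controls were DMSO negative control for no effect and cytochalasin-D positive control for full effect; some results beyond the cut were filed as inactive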
PTEN del growth: suppresses growth of cells with PTEN deletion | HCT116 PTEN-null viability, CellTiter-Glo, 60 h; stronger effect = lower value | 140,000 compounds, 1.2% hits | viability, % at 10 µM | AID 827;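 active means viability at or below a set limit, 4 SD under the median of all tested compounds, cut at about 3.7% in these data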;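 further: PTEN knockout HCT116 line with beta catenin targeted HCT116 as companion control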
* hit, by the source's call; . = no result given.

SMILES	Yeast lifespan up	NPY Y2 blocker	HCT116 bCat-KO	MRP1 act	BB579 growth dn	E-sel TNF inh	Measles CPE	GALR2 antag	Phagocytosis inh	PTEN del growth
O=C(Nn1c(-c2ccc(Br)cc2)nc2ccccc2c1=O)c1ccc([N+](=O)[O-])cc1	21	0	94	-0.4	-36	-7	6	-2	-5	97
COc1ccc2[nH]c(=O)c(CN(CCO)C(=O)c3cccs3)cc2c1	-28	1	90	-2.7	-26	0	5	0	.	80
CCCc1ccc(Oc2cn[nH]c2-c2ccc(O)cc2O)cc1	-7	1	64	-2.8	-44	-30	11	7	-1	63
CN1C(=O)/C(=C\c2ccccc2)Sc2ccc(C(=O)N3CCN(c4ccccn4)CC3)cc21	-14	12	92	-1.8	-18	-2	4	-6	.	80
CC(=O)NC1C(=O)N=C(SCC(=O)NCc2ccccc2)NC1=O (centres undefined)	-4	-1	102	-1.4	-39	-12	40	18	.	102
COc1cc(NC2=CC(=O)CC(C)(C)C2)cc(OC)c1OC	-10	2	92	-0.7	-26	-28	2	0	3	98
Cc1onc(-c2ccccc2Cl)c1C(=O)Nc1ccc(CN2CCCC2)cc1	-10	-2	98	-2.0	-50	.	2	0	-2	91
COc1cc2[nH]c(=O)n3nc(-c4ccccc4)nc3c2cc1OC	-1	-1	62	-5.8	-46	18	7	-3	.	46
CCOC(=O)Cn1c(CN2CCN(c3cccc(Cl)c3)CC2)nc2c1c(=O)[nH]c(=O)n2C	-5	2	84	-3.1	-28	.	5	-8	.	87
O=C(COc1ncnc2ccccc12)NCCCN1CCCC1=O	-9	4	85	-1.7	-43	13	5	-2	0	92
CCOc1c2ccc(C(=O)NCCc3cccs3)cc2nn1CC	-7	5	91	-1.0	-31	-7	6	3	.	97
CN(Cc1cccc(Cl)c1Cl)c1ccc(S(=O)(=O)N2CCCCC2)cc1[N+](=O)[O-]	-4	0	79	-1.1	-39	.	18	-8	-12	75
COc1ccccc1C(=O)N/N=C/c1cnc2ccccc2n1	0	4	95	-0.4	-32	.	14	16	1	105
CCN(CC)S(=O)(=O)c1cccc(C(=O)N/N=C/c2ccc(O)c(O)c2O)c1	-8	-1	79	2.1	16	18	24	-4	-2	86
O=C(Nc1ccc2c(c1)OCCO2)c1ccc(CN2CCOCC2)cc1	-6	5	88	-0.2	2	19	7	-11	0	83
CCOC(=O)c1c(C)oc2ccc(O)c(CN3CCCCC3)c12	-2	22*	66	-3.5	-31	-21	1	11	-1	60
COc1ccc(-c2cc(-c3cccs3)c(C#N)c(SCC(=O)NCc3ccco3)n2)cc1	-9	7	14	-3.8	-32	-42	5	8	2	19
Cc1noc(C)c1CSc1ncnc2sc(C)c(C)c12	-6	12	92	0.6	-29	-10	8	-10	1	88
O=C(Nc1ccccc1)Nc1nncs1	3	2	98	0.8	-55	.	10	19	0	103
N#Cc1c(SCc2ccc(Cl)cc2)sc(C(=O)c2ccccc2)c1N	-4	17	87	-3.4	-4	5	7	-10	4	80
CCC1(CC)Cc2ccccc2C(CC(=O)N2CCOCC2)=N1	-1	2	101	-0.5	-68	20	8	-18	-1	.
Cc1ccc(C)c(OCC(=O)Nn2c(C)nc3ccccc3c2=O)c1	-4	7	91	0.6	3	6	1	7	-1	97
O=C(N/N=C/c1c[nH]c2ccccc12)c1ccn(Cc2ccc(Cl)cc2Cl)n1	-18	1	44	-3.9	-26	-16	15	15	.	42
O=C(CSc1nc2ccccc2c(=O)n1-c1ccccc1)NCc1ccco1	0	4	103	-1.6	-90	10	8	6	-1	107
CCN1CCN(C(c2ccc(F)cc2)c2nnnn2Cc2cccs2)CC1 (centres undefined)	-7	3	90	-3.1	-17	10	14	1	4	93

Next section (two carried over from the part before).
SMILES	Yeast lifespan up	NPY Y2 blocker	HCT116 bCat-KO	MRP1 act	BB579 growth dn	E-sel TNF inh	Measles CPE	GALR2 antag	Phagocytosis inh	PTEN del growth
O=C(CSc1nc2ccccc2c(=O)n1-c1ccccc1)NCc1ccco1	0	4	103	-1.6	-90	10	8	6	-1	107
CCN1CCN(C(c2ccc(F)cc2)c2nnnn2Cc2cccs2)CC1 (centres undefined)	-7	3	90	-3.1	-17	10	14	1	4	93
Cc1occc(=O)c1OC(=O)Nc1ccccc1	-5	-1	102	-0.9	15	.	4	5	-1	93
O=C(c1ccc(Cl)s1)N1CCN(c2ccccc2)CC1	-7	3	97	-3.5	-29	-1	11	3	.	101
CCC(C)C1C(C#N)=C(N)Oc2n[nH]c(C)c21 (centres undefined)	-9	0	14	-4.9	-10	12	0	10	.	27
Cc1cc(NC(=O)CSc2nnc(-c3ccoc3C)o2)no1	-12	6	102	-1.5	-6	.	9	5	0	95
CCOC(=O)COc1cc(Br)c(/C=N/Nc2ccccc2)cc1OC	-17	0	67	-4.1	-8	30	3	14	3	75
CC(=O)N1CCN(c2ccc(NC(=O)c3cccc(OCc4ccccc4)c3)cc2)CC1	-1	1	64	-2.3	-59	.	4	-4	0	48
O=C(c1ccccc1F)N1CCN(c2ccccc2F)CC1	-10	2	92	0.6	-30	91*	4	11	0	86
CCOC(=O)c1ccccc1NC(=O)c1ccc(NS(C)(=O)=O)cc1	1	-1	103	-1.1	-44	-30	2	7	0	93
CCOC(=O)c1c(C)c(C(=O)N(C)C2CCCCC2)c(C)n1C	-2	8	90	-1.2	-31	-18	4	5	1	86
CCn1c(=N)n(CCOc2ccc(OC)cc2)c2ccccc21	-8	12	73	-4.8	-16	16	5	11	0	74
Cc1c(C(=O)Nc2ccc(Cc3ccncc3)cc2)cccc1[N+](=O)[O-]	3	-1	40	-2.9	-18	7	17	15	-8	52
CCCCOC(=O)C1CN(c2ccccc2)N=C1C(=O)OCC (centres undefined)	3	4	86	0.1	9	.	19	10	-15	87
COc1ccc(C(=O)NNC(=O)Cc2ccc(-c3ccccc3)cc2)cc1OC	-11	2	89	-1.8	-25	-5	5	-8	-2	87
COc1cccc(C(O)CC(N)=O)c1 (centres undefined)	-12	3	95	-0.1	6	-1	12	-11	0	110
Cc1ccc(CC(=O)Nc2nc3c(s2)CCCC3)cc1	-13	-1	77	-0.6	-50	-15	29	5	-1	91
CCn1cc(C(=O)NCC2CCCO2)c(=O)c2cc(S(=O)(=O)N3CCCCC3)ccc21 (centres undefined)	-17	0	98	-1.4	2	21	.	9	0	97
CCOC(=O)/C(=N\Nc1ccccc1)S(=O)(=O)c1ccccc1	1	5	78	0.2	-28	9	24	6	1	96
CCCCSc1nnc(-c2ccc(NC(=O)CC)cc2)n1C	-15	-2	101	-0.8	0	2	9	13	0	87
CN(C)c1ccc(/C=C2\CCC/C(=C\c3ccccc3)C2=O)cc1	3	0	36	-3.7	-37	.	8	9	.	38
O=C(Nc1c(F)cccc1F)c1ccc(-n2cncn2)nc1	-6	0	95	-0.5	-27	.	16	5	.	97
Nc1c(C(=O)Nc2nccs2)sc2nc(-c3cccs3)cc(C(F)(F)F)c12	-11	3	20	-5.2	-36	4	4	47*	1	16
Cc1ccc(NC(NC(=O)c2cccs2)C(Cl)(Cl)Cl)cc1 (centres undefined)	-7	-6	62	-1.3	-34	11	3	8	.	69
CCC(C)(C)NC(=O)C(c1ccccc1)N(C(=O)c1csnn1)C1CC1 (centres undefined)	.	0	85	-0.9	-4	-6	5	3	.	104
Cc1nnc(N2CCOCC2)c2nn(-c3cccc(Cl)c3)c(C)c12	-3	5	84	-2.0	8	.	8	-9	-2	76
CCOC(=O)N1CCN(c2c(F)cc3[nH]c(=S)[nH]c3c2Br)CC1	-10	2	35	-1.9	-15	10	11	-4	3	35

New compounds follow
SMILES	Yeast lifespan up	NPY Y2 blocker	HCT116 bCat-KO	MRP1 act	BB579 growth dn	E-sel TNF inh	Measles CPE	GALR2 antag	Phagocytosis inh	PTEN del growth
COC(=O)c1c(-c2ccc(C(C)(C)C)cc2)csc1NC(=O)C1C2CCC(O2)C1C(=O)O (centres undefined)	14	2	87	-3.7	-23	.	10	11	-4	89
COC(=O)Nc1nnc(CC(=O)Nc2ccccc2C)s1	.	-1	97	0.7	-40	11	9	5	.	98
COc1ccc(C(=O)COC(=O)Cn2nnc3ccccc32)cc1Br	-13	4	108	-0.1	-41	-34	3	2	-1	89
O=C(O)Cc1ccc(C(=O)c2cccs2)s1	-8	3	101	0.7	-37	-23	10	-4	0	120
O=C(OCC(=O)C12CC3CC(CC(C3)C1)C2)c1cccnc1Cl	7	1	82	-0.4	-36	.	6	-10	-2	97
O=C(Oc1cc2oc(=O)cc(-c3ccccc3)c2cc1Cl)C1CCCCC1	-15	0	96	-0.9	-11	-8	6	6	.	95
COC(=O)Cn1c(=O)sc2ccccc21	-4	-3	98	-0.1	-41	-3	16	3	-2	106
COc1cccc(C(=O)Nc2nc3c(c(=O)[nH]2)CCCC3)c1	-8	2	101	0.6	0	-4	1	7	-1	95
CC1CN(Cc2nc3c(c(=O)n(C)c(=O)n3C)n2CC(=O)c2ccccc2)CC(C)O1 (centres undefined)	.	6	92	-2.9	-21	21	4	-2	.	96
CCOC(=O)c1c(NC(=O)COC(=O)Cn2cnc3ccccc32)sc2c1CCC(C)C2 (centres undefined)	-3	7	90	-1.7	-25	2	2	-19	-2	84
O=C(NCc1ccco1)C1CCCN(S(=O)(=O)c2cccc3nsnc23)C1 (centres undefined)	-12	0	100	-1.3	-50	4	0	7	-1	97
NNC(=O)c1cc(Br)cs1	0	2	88	0.4	6	1	5	4	-1	104
O=C(NC1CC1)c1ccc2c(c1)ncn2C1CCCC1	0	0	97	-1.1	-47	.	6	5	.	92
CCC(C)(C)n1nnnc1C(c1cccnc1)N1CCCc2ccccc21 (centres undefined)	-4	3	102	-1.4	-37	-21	6	-7	0	86
CCN1C(=O)c2ccccc2S(=O)c2ccc(C(=O)NC3CC3)cc21 (centres undefined)	-6	2	106	-2.8	19	.	12	6	2	99
CCOc1ccccc1NC(=O)C(OC(=O)c1ccccc1NS(=O)(=O)c1cccs1)c1ccccc1 (centres undefined)	5	1	91	0.5	-52	.	9	6	.	90
O=C(O)c1cc(-c2ccccc2)n(-c2ccccc2)n1	-7	11	98	-1.8	12	1	7	11	.	96
Clc1ccccc1N1CCN(c2ncnc3nc[nH]c23)CC1	-11	1	99	-0.6	-38	-13	11	-3	0	106
Cc1ccc(NC(=O)OCC(F)(F)C(F)F)cc1NC(=O)OCC(F)(F)C(F)F	-10	-3	88	-0.2	-46	.	14	4	-1	77
Cc1c(C#N)c2ccccc2n1CC(=O)N1CCc2ccccc2C1	.	2	.	.	.	28	.	7	1	.
O=C(CCN1C(=O)/C(=C\c2cccs2)SC1=S)Nc1nccs1	1	0	90	1.4	-28	.	4	11	-1	93
O=c1[nH]c(SCc2cccc(F)c2)nc2c1CCCC2	-2	4	91	-0.7	-33	-11	9	-2	-3	96
CCCCn1c(SCC(=O)N2CCOCC2)nnc1-c1cccs1	-6	0	84	-1.6	19	7	6	3	.	95
Cc1ccsc1C(=O)OCC(=O)NCCC1=CCCCC1	-2	4	100	0.4	-15	.	3	-12	-7	94
Cc1ccc2cc(C#N)c(NCCNC(=O)C3CCC3)nc2c1C	-19	1	81	0.6	-32	-11	4	-1	-1	87
